# GALK inhibitor: inhibitors of human galactokinase (GALK). P51570. recombinant GALK, Kinase-Glo ATP luminescence, 1 h. Potency, µM (top dose mostly 57.5 µM), inactives show at the highest dose activity, negative = inhibition, most hits filed as inhibitors. 44,000 tested, under 10 active. AID 1347072;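 further: plate controls were full GALK reaction for no effect and reaction lacking GALK for full effect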
#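 5 nM GALK; 35 uM ATP; 100 uM D-galactose; 20 mM HEPES pH 8.0, 5 mM MgCl2, 60 mM NaCl, 1 mM DTT, 0.01% BSA; 1 h RT; Kinase-Glo Plus luminescence.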
# p53null 39C kill: p53 null cell cytotoxicity, nonpermissive temperature | Potency, µM (highest dose often 46.1 µM), without a hit: top-dose activity, negative = cell killing, usual class: cytotoxic | H1299 p53-null (neo) cells, 39C, ATPlite viability, 24 h | hit rate 0.97% among 55,000;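 further: potency means the concentration at half of the fitted maximal effect; 0% = DMSO only and -100% = full killing by 100 µM tamoxifen; nearly all actives have a fitted effect of over 50% in size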
#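 Following overnight plating at 37C (600 cells/well), H1299-neo or H1299-p53A138V cells are dosed up to 46 uM. Incubation lasts 24 hr at 39C before ATP detection.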
# NTMT1 inh: blocks human N-terminal methyltransferase 1 activity | Q9BV86 | AID 1645870 | NTMT1 MTase-Glo SAH luminescence, purified enzyme | hit rate 2.5% among 59,000 | Potency, µM (titrated, usually from 114 µM), without a hit: top-dose activity change, negative = inhibition, hits mostly inhibitors;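 further: potency means the concentration at half of the fitted maximal effect; plate controls were DMSO vehicle for no effect and no enzyme for full effect; nearly all actives have a fitted effect of over 65% in size; many of its hits are not listed in these tables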
# B2AR arrestin ag: beta-arrestin recruitment by human beta2-adrenergic receptor ligands; 44,000 tested, under 10 active; HTLA Tango cells, beta-arrestin recruitment, luciferase luminescence, 18 h; P07550; Potency, µM (series often up to 46.1 µM), inactives show at the highest dose activation, actives largely listed as activators;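 further: potency means the concentration at half of the fitted maximal effect; 0% = DMSO and full agonism = EC100 isoproterenol or metaproterenol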
# Target sequence (P07550 whole entry, looked up): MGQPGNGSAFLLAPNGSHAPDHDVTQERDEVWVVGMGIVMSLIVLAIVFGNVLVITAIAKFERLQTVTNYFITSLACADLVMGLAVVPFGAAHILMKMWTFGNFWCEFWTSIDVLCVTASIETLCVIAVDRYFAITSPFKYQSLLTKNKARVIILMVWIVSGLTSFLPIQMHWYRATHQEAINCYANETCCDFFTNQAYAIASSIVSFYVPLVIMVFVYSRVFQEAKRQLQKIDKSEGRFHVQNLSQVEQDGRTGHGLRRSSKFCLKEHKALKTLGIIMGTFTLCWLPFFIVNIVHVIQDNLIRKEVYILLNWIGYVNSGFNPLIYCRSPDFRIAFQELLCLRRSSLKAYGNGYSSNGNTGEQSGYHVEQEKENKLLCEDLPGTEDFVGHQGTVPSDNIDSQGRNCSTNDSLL
#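 Luminescence read-out: arrestin recruitment to recombinant beta2-AR releases tTA, inducing luciferase. Cells exposed 18 hr at 37 degrees C to up to 46 microM compound; %Activity from corrected signal, concentration-response curves classified by r2, magnitude and efficacy.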
# p53null 32C kill: p53 null cell cytotoxicity, permissive temperature. H1299-neo p53 null cells, ATP luminescence, 24 h, 32C. Potency, µM (top dose mostly 46.1 µM), inactives show top-dose activity change, negative = cytotoxicity, usual class: cytotoxic. hit rate 0.62% among 55,000. AID 903;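 further: potency means the concentration at half of the fitted maximal effect; 0% = DMSO only and -100% = full killing by 100 µM tamoxifen; nearly all actives have a fitted effect of over 55% in size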
#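 ATP-content luminescence in p53-null H1299-neo cells after 24 h compound exposure (up to 46 uM) at 32C permissive temperature; 0% and 100% killing set by DMSO and 100 uM tamoxifen; Hill-equation AC50.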
# FH mod: Identification of activators of human fumarate hydratase by quantitative high-throughput screening. Fumarate hydratase, mitochondrial (Homo sapiens), P07954. FH coupled MDH/diaphorase resazurin fluorescence, 15 min. Potency, µM (doses to about 79.9 µM), inactives show at the top dose activity change, negative = inhibition, hits mostly inhibitors. hit rate 0.22% among 54,000; further: potency means the concentration at half of the fitted maximal effect; on the % scale 0 is the no-effect control and ±100 the full control effect; the screen sought activators but most active calls are inhibition curves; nearly all actives have a fitted effect of over 45% in size
# TSG101-PTAP inh: blocks PTAP binding to human TSG101, validation | Potency, µM (top dose mostly 115 µM), without a hit: at the highest dose activity change, negative = inhibition, most hits filed as inhibitors | 44,000 tested, under 10 active | Fluorescence polarization, FITC-PTAP peptide/Tsg101, 20 min | Q99816; further: potency means the concentration at half of the fitted maximal effect; 0% is about no effect
# Target sequence (Q99816 whole entry, looked up): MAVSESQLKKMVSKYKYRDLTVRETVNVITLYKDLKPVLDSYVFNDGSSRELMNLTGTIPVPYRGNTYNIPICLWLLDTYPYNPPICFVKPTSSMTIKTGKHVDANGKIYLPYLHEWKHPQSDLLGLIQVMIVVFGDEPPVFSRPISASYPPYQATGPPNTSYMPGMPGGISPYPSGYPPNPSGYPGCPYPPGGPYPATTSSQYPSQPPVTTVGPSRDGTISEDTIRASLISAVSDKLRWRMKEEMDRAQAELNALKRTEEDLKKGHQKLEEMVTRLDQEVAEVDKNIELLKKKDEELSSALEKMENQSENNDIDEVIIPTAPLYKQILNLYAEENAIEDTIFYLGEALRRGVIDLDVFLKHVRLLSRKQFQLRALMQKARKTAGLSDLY
#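 Steps: Tsg101 binding domain (10 uM final) in HEPES pH 7.5/NaCl/Tween 20/EDTA/TCEP; add compound; add FITC-PTAP peptide (50 nM final); incubate 20 min r.t.; read polarization.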
# * hit, by the source's call; ? = inconclusive. The call rests on the fitted dose curve; in most records, active means well fitted curve in the direction sought with a large enough effect; inconclusive means small, poorly fitted or top-dose-only effect, or another doubt; inactive means no such curve, though single readings can be large; an effect the other way counts as inactive or inconclusive. The list is partial. The share of hits here may be higher or lower than overall.
1: COc1ccc(NC(=O)c2csc3c2CCCCC3)cc1
2: COc1ccc(CNC(=O)Cn2cccc2C(=O)c2ccccc2C)cc1
3: Cc1cccc(CCNC(=O)CCc2c(C)nc3c(c(C)nn3-c3ccccc3)c2C)c1
4: Cc1ccc2[nH]c3c(=O)n(CC(=O)N4CCCCC4)ncc3c2c1
5: CCOC(=O)N1CCN(C(=O)c2c(C)nn(-c3cccc(C)c3)c2-n2cccc2)CC1
6: O=C(NCCC1=CCCCC1)c1ccc2c(c1)N(Cc1ccccc1F)C(=O)c1ccccc1S2(=O)=O
7: COc1ccc(Cn2c(CCC(=O)Nc3ccc(C)cc3)nc3cccnc32)cc1
8: CCS(=O)(=O)N1CC(=O)N(c2ccc(Cl)cc2)C(C)(C(=O)NC2CCCCCC2)C1 (configuration not stated)
9: Cc1ccc(S(=O)(=O)N2CCC(C(=O)Nc3ccc(C)c(Cl)c3)CC2)cc1
10: CCc1ccc(S(=O)(=O)c2c[nH]c3cc(OC)c(OC)cc3c2=O)cc1

assay / entry | 1 | 2 | 3 | 4 | 5 | 6 | 7 | 8 | 9 | 10
GALK inhibitor | -10% | -2% | -9% | -2% | -2% | 9% | 0% | 1% | -1% | 8%
p53null 39C kill | -21% | -8% | 10% | 14% | 2% | 17% | -4% | -11% | -9% | -2%
NTMT1 inh | 6% | ? | 1% | -3% | 1% | -1% | -25% | 8% | -3% | 0%
B2AR arrestin ag | 1% | -3% | -3% | -1% | -1% | 0% | -2% | 0% | 1% | 1%
p53null 32C kill | ? | -4% | 9% | 0% | 1% | -2% | -2% | 3% | 8% | -6%
FH mod | 4% | 0% | -15% | 1% | 3% | -20% | -3% | 3% | -18% | 6%
TSG101-PTAP inh | -4% | -1% | 0% | 1% | -5% | 0% | -3% | 0% | -9% | 1%

# Looked up by structure from the list above:
3: Cc1cccc(CCNC(=O)CCc2c(C)nc3c(c(C)nn3-c3ccccc3)c2C)c1
10: CCc1ccc(S(=O)(=O)c2c[nH]c3cc(OC)c(OC)cc3c2=O)cc1

assay / entry | 3 | 10
GALK inhibitor | -9% | 8%
p53null 39C kill | 10% | -2%
NTMT1 inh | 1% | 0%
B2AR arrestin ag | -3% | 1%
p53null 32C kill | 9% | -6%
FH mod | -15% | 6%
TSG101-PTAP inh | 0% | 1%

# (continued)
11: CCN(CC)CCNC(=O)Cn1ncc2c3ccccc3n(Cc3ccccc3C)c2c1=O
12: Cc1cccc(NC(=O)CSc2ncc3c(n2)-c2ccccc2N(Cc2ccc(F)cc2)S3(=O)=O)c1C
13: O=C(CSc1nc2c([nH]c3ccccc32)c(=O)n1-c1ccccc1)Nc1ccccc1C(F)(F)F
14: O=C(Cn1c(=O)n(Cc2ccc(F)cc2)c(=O)c2sc3ccccc3c21)NCc1ccccc1Cl
15: CCOCCCn1c(=N)c(C(=O)NC(C)c2ccccc2)cc2c(=O)n3cc(C)ccc3nc21 (configuration not stated)
16: Cn1nc(-c2ccccc2F)c2cc(C(=O)NCc3ccc(Cl)cc3)sc21
17: COc1ccc(CNc2n[nH]c(-c3ccco3)n2)cc1OC
18: Cc1cccc(C)c1NC(=O)Cn1nnc(S(=O)(=O)c2ccccc2)c1N
19: O=C(COc1ccc(Cl)cc1)NCCc1csc(-c2cccc(F)c2)n1
20: CCC(=O)N1CCc2cc(Br)cc(S(=O)(=O)N3CCCC(C(=O)Nc4ccc(CC)cc4)C3)c21 (configuration not stated)

assay / entry | 11 | 12 | 13 | 14 | 15 | 16 | 17 | 18 | 19 | 20
GALK inhibitor | 4% | 4% | 3% | 7% | 0% | 0% | 2% | -1% | 1% | 3%
p53null 39C kill | -12% | -23% | -10% | -2% | 20% | -8% | -10% | -18% | -8% | 4%
NTMT1 inh | 89µM* | -4% | 2% | 89µM* | ? | 4% | -24% | 2% | 15% | 8%
B2AR arrestin ag | -2% | 3% | 0% | 1% | -2% | 0% | -4% | -2% | -1% | -2%
p53null 32C kill | 5% | -12% | -2% | -1% | -3% | 19% | -1% | -3% | -13% | 5%
FH mod | -17% | 8% | 3% | -12% | 0% | -20% | 4% | 2% | -2% | -10%
TSG101-PTAP inh | 0% | 24% | 0% | -3% | 0% | 3% | -10% | -2% | -2% | -6%

# Part of the list above, reformatted.
cpd | SMILES | GALK inhibitor | p53null 39C kill | NTMT1 inh | B2AR arrestin ag | p53null 32C kill | FH mod | TSG101-PTAP inh
6 | O=C(NCCC1=CCCCC1)c1ccc2c(c1)N(Cc1ccccc1F)C(=O)c1ccccc1S2(=O)=O | 9% | 17% | -1% | 0% | -2% | -20% | 0%
7 | COc1ccc(Cn2c(CCC(=O)Nc3ccc(C)cc3)nc3cccnc32)cc1 | 0% | -4% | -25% | -2% | -2% | -3% | -3%
8 | CCS(=O)(=O)N1CC(=O)N(c2ccc(Cl)cc2)C(C)(C(=O)NC2CCCCCC2)C1 (configuration not stated) | 1% | -11% | 8% | 0% | 3% | 3% | 0%
9 | Cc1ccc(S(=O)(=O)N2CCC(C(=O)Nc3ccc(C)c(Cl)c3)CC2)cc1 | -1% | -9% | -3% | 1% | 8% | -18% | -9%
10 | CCc1ccc(S(=O)(=O)c2c[nH]c3cc(OC)c(OC)cc3c2=O)cc1 | 8% | -2% | 0% | 1% | -6% | 6% | 1%
11 | CCN(CC)CCNC(=O)Cn1ncc2c3ccccc3n(Cc3ccccc3C)c2c1=O | 4% | -12% | 89µM* | -2% | 5% | -17% | 0%
12 | Cc1cccc(NC(=O)CSc2ncc3c(n2)-c2ccccc2N(Cc2ccc(F)cc2)S3(=O)=O)c1C | 4% | -23% | -4% | 3% | -12% | 8% | 24%
13 | O=C(CSc1nc2c([nH]c3ccccc32)c(=O)n1-c1ccccc1)Nc1ccccc1C(F)(F)F | 3% | -10% | 2% | 0% | -2% | 3% | 0%
14 | O=C(Cn1c(=O)n(Cc2ccc(F)cc2)c(=O)c2sc3ccccc3c21)NCc1ccccc1Cl | 7% | -2% | 89µM* | 1% | -1% | -12% | -3%
15 | CCOCCCn1c(=N)c(C(=O)NC(C)c2ccccc2)cc2c(=O)n3cc(C)ccc3nc21 (configuration not stated) | 0% | 20% | ? | -2% | -3% | 0% | 0%
16 | Cn1nc(-c2ccccc2F)c2cc(C(=O)NCc3ccc(Cl)cc3)sc21 | 0% | -8% | 4% | 0% | 19% | -20% | 3%
17 | COc1ccc(CNc2n[nH]c(-c3ccco3)n2)cc1OC | 2% | -10% | -24% | -4% | -1% | 4% | -10%
18 | Cc1cccc(C)c1NC(=O)Cn1nnc(S(=O)(=O)c2ccccc2)c1N | -1% | -18% | 2% | -2% | -3% | 2% | -2%

# Continuation.
21: CCOc1ccccc1CNC(=O)C1CCN(c2nnc(C)c3c(C)n(-c4ccc(C)cc4)nc23)CC1
22: CCOc1ccc(NC(=O)NCCN2CCN(c3cccc(C)c3C)CC2)cc1
23: Cc1ccc(CN2CCN(C3CCN(C(=O)Nc4ccc(C)cc4Cl)CC3)C(=O)C2=O)cc1
24: CCCN1C(=O)c2[nH]nc(-c3cccc(OC)c3)c2C1c1ccccn1 (configuration not stated)
25: O=C(COc1ccccc1)Nc1nnc(SCc2cc(=O)n3cc(Cl)ccc3n2)s1
26: Cc1cccc(NC(=O)CSc2nc3n[nH]c(C)c3c(=N)n2-c2cccc(Cl)c2)c1
27: Cc1cc(C)cc(NC(=O)Cc2csc(C)n2)c1
28: CC(=O)OCc1cnc(C)c2oc(=O)c(C(=O)Nc3ccc(F)cc3C)cc12

assay / entry | 21 | 22 | 23 | 24 | 25 | 26 | 27 | 28
GALK inhibitor | 0% | 2% | -1% | -3% | 1% | 0% | -1% | -3%
p53null 39C kill | 16µM* | ? | 1% | ? | -6% | 16% | -23% | 7%
NTMT1 inh | ? | 1% | 3% | -5% | 0% | ? | -2% | -1%
B2AR arrestin ag | 0% | -2% | -1% | 0% | 1% | -2% | -1% | 0%
p53null 32C kill | ? | -5% | 0% | -4% | -1% | 4% | -6% | -3%
FH mod | 5% | -1% | 2% | -18% | -17% | -9% | 13% | -7%
TSG101-PTAP inh | 0% | -1% | 0% | -3% | -3% | 2% | -4% | -13%
